LmPK inhibitor – qHTS Assay for Inhibitors of Leishmania Mexicana Pyruvate Kinase (LmPK); purified LmPK, Kinase-Glo ATP luminescence, 1 h; Potency, µM (series often up to 57.5 µM), without a hit: at the highest dose activity change, negative = inhibition, actives largely listed as inhibitors; hit rate 0.37% among 290,000; AID 1721, 2009; note: potency is the fitted concentration of half-maximal effect
Target sequence (Q27686 whole entry, looked up): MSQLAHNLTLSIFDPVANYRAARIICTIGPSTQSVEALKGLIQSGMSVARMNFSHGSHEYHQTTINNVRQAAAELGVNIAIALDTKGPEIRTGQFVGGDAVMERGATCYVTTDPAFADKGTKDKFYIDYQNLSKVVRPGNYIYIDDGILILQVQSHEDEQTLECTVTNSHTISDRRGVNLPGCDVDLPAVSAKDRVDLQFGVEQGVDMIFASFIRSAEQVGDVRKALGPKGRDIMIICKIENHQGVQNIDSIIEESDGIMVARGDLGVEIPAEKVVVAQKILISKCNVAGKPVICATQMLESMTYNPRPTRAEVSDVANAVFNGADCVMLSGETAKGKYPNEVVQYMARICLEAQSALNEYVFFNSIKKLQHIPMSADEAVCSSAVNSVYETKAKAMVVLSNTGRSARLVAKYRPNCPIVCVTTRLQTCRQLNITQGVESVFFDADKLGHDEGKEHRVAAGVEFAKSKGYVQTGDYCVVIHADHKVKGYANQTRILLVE
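ATP generated from ADP (0.1 mM) and PEP (0.5 mM) by 0.1 nM LmPK over 1 h at room temperature (pH 7.2 imidazole buffer) was detected by coupled luciferase luminescence. Values were normalized to uninhibited and no-enzyme wells.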
AmpC inh no detg – qHTS Inhibitors of AmpC Beta-Lactamase (assay without detergent). AmpC nitrocefin hydrolysis, absorbance 480 nm, 0.0001% Triton. hit rate 0.52% among 330,000. Potency, µM (highest dose often 57.1 µM), for the others: at the highest dose activity change, negative = inhibition, hits mostly inhibitors;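 note: potency is the fitted concentration of half-maximal effect; plate controls were no compound for no effect and no enzyme for full effect; nearly all actives have a fitted effect of over 20% in size; some results filed as inactive show a strong effect at the top dose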
Target sequence (P00811 whole entry, looked up): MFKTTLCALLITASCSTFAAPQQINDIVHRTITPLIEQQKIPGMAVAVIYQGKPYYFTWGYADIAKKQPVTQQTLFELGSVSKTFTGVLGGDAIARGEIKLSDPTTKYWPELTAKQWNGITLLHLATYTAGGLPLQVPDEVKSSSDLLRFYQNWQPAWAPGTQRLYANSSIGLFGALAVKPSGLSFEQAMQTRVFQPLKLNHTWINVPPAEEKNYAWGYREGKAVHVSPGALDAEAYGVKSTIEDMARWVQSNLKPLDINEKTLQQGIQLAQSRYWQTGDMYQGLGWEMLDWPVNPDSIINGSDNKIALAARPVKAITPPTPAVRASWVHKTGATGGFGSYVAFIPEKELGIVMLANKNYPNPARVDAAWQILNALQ
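20 mM phosphate pH 7.0 + 0.01% (detergent screen) or 0.0001% Triton X-100; 5.3 nM AmpC reagent; cpd preinc 15 min RT; nitrocefin (800 uM stock) to start; A480 q20 s × 4 min; Activity was normalised to no-enzyme and no-compound control wells.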
HCMV inh – qHTS Assay for inhibitors of the human cytomegalovirus (HCMV); HFF cells, HCMV-luciferase reporter, 72 h; hits give low values; activity change, negative = inhibition, % at 57.5 µM; hit rate 4.5% among 410,000; AID 1259415, 2018; in the data active = activity change below about -60%; inconclusive = no clear call, values can overlap the other calls; inactive = above about -39%
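Screen run at 2 compound doses on HFFs infected with reporter HCMV, MOI 1 PFU/cell. Luciferase activity from cell lysates at 72 h post infection gave inhibition relative to buffer-only and Salinomycin wells.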
TbPYK inhibitor – qHTS of Trypanosoma Brucei Inhibitors; Potency, µM (doses to about 76.8 µM), for inactives: at the top dose activity, negative = inhibition, most hits filed as inhibitors; pyruvate kinase (Trypanosoma brucei), Q57TT1; TbPYK enzyme, Kinase-Glo Plus ATP luminescence, 45 min; hit rate 0.12% among 410,000; note: potency is the fitted concentration of half-maximal effect; nearly all actives have a fitted effect of over 50% in size
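TbPYK + substrate in 50 mM TEA pH 7.2, 100 mM KCl, 10 mM MgCl2, 0.05% BSA, 0.01% Tween-20; cpd pinned; ADP 130 uM final; 45 min RT; Kinase-Glo Plus 10 min; luminescence endpoint.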
HCV inh – qHTS Assay for Inhibitors of Hepatitis C Virus (HCV). Huh7.5.1 HCVcc-Cre infection, luciferase reporter, 44 h. Potency, µM (series often up to 41.8 µM), for inactives: at the top dose activity change, negative = inhibition, most hits filed as inhibitors. hit rate 3.4% among 340,000. AID 651820, 2012; note: potency is the fitted concentration of half-maximal effect
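Cells (1,000/well) were plated 4 h before compound, then infected with HCVcc-Cre virus (~0.5 moi). After 44 h further culture, infection was read as luciferase luminescence following a 15 min substrate incubation at room temperature.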
AmpC detergent – qHTS Inhibitors of AmpC Beta-Lactamase (assay with detergent); P00811; hit rate 0.041% among 370,000; AID 485294, 2010; Potency, µM (highest dose often 114 µM), without a hit: at the highest dose activity change, negative = inhibition, usual class: inhibitors; AmpC hydrolysis of nitrocefin, absorbance 480 nm, 0.01% Triton;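 note: potency is the fitted concentration of half-maximal effect; 0% = no-compound wells and -100% = no-enzyme wells; nearly all actives have a fitted effect of over 25% in size; some results filed as inactive show a strong effect at the top dose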
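AmpC (5.3 nM in the dispensed reagent) in 20 mM phosphate pH 7.0 with 0.01% (detergent screen) or 0.0001% Triton X-100 was preincubated with compounds for 15 min at room temperature. Nitrocefin was then added from an 800 uM solution, and hydrolysis was followed at 480 nm.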
AMA1 RON2 block – qHTS for Inhibitors of AMA1-RON; Towards Development of Antimalarial Drug Lead: Primary Screen; Plasmodium falciparum AMA1 (3D7) - RON2 peptide interaction; AlphaScreen AMA1-biotinylated RON2 peptide binding; Potency, µM (top dose mostly 58.2 µM), without a hit: top-dose activity change, negative = inhibition, hits mostly inhibitors; hit rate 0.2% among 360,000; AID 720542, 2013;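 note: potency is the fitted concentration of half-maximal effect; 0% = vehicle wells and -100% = peptide control; nearly all actives have a fitted effect of over 45% in size; some results filed as inactive show a strong effect at the top dose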
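AMA1 (3D7) with his tag at 25 nM final met compounds first, then biotinylated RON2 peptide at 25 nM; detection used donor plus acceptor beads, 10 µg/mL apiece, read by AlphaScreen after 30 min at room temperature.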
The depositor's hits bear a star; ? = inconclusive; . = not tested or not shown; [ ] = another dose, or the depositor's remark. Unless noted, calls come from the whole dose curve; as a rule, active = well fitted curve in the direction sought with a large enough effect; inconclusive = small, poorly fitted or top-dose-only effect, or another doubt; inactive = no such curve, though single readings can be large; an effect the other way counts as inactive or inconclusive. Unless noted, % is set by controls: 0 for no effect and ±100 for the full control effect.

structure	LmPK inhibitor	AmpC inh no detg	HCMV inh	TbPYK inhibitor	HCV inh	AmpC detergent	AMA1 RON2 block
Cc1ccc(S(=O)(=O)NCc2nc(-c3ccccc3)no2)cc1	-1%	-21%	-27	-7%	0%	-6%	-3%
CCCN(C)C1CN(Cc2cn(Cc3ccc(OC)cc3)nn2)S(=O)(=O)C1 (stereo not drawn)	.	.	-3	-13%	.	.	0%
O=C(NC(N1CCOCC1)C(Cl)(Cl)Cl)c1cc([N+](=O)[O-])cc([N+](=O)[O-])c1 (stereo not drawn)	-7%	-52%	-34	4%	-3%	-4%	-3%
COc1ccc(NC(=O)N2CCC3(CC2)OCCO3)cc1	0%	-5%	30	-5%	11%	4%	5%
CCOP(=O)(OCC)C(NC(=O)c1ccccc1)=C(Cl)Cl	1%	-1%	-22	8%	14%	3%	-9%
CCOC(=O)N1CCC(N(CCN(C)C)C(=S)Nc2cc(C)ccc2C)CC1	0%	10%	20	1%	10%	-9%	-7%[11.6 µM]
C[C@@]12CCC3[C@@](CCC4[C@@]3(C)CCC[C@@]4(C)C(=O)O)(CC1=O)C2 (stereo partly drawn)	.	-11%	-5	1%	40%[activator]	-8%	20%
CCC(C)Oc1cccc(C(=O)Nc2ccccc2N2CCOCC2)c1 (stereo not drawn)	6%	5%	-27	5%	7.1µM*	3%	-5%
COc1ccccc1CNS(=O)(=O)c1ccc(Cl)s1	-4%	-37%	?	2%	-1%	0%	3%
CCCN(C(=O)c1ccco1)c1nnc(-c2ccccc2C)s1	-2%	6%	23	0%	?	-12%	94%[activator]
Cc1nc2ccccc2n1CC(=O)NN	2%	1%	?	-1%	-9%	10%	0%
COc1ccccc1OCCCn1cc(C(C)=O)c2ccccc21	-5%	80%[activator]	9	1%	?	?	-2%
O=C(O)C1CC=CCC1C(=O)N1CCN(c2nc(-c3ccccc3Cl)c3cc(Br)ccc3n2)CC1 (stereo not drawn)	-5%	128%[activator]	-13	0%	?	?	3%
CN(C)S(=O)(=O)c1ccc(Cl)c(C(=O)NCC2CCCCC2)c1	-3%	11%	-16	-2%	5%	-8%	23%
O=C(NCC1CCCO1)C1CCN(S(=O)(=O)c2ccccc2)CC1 (stereo not drawn)	-4%	-9%	-32	3%	7%	-4%	-9%
O=C(c1cccc(S(=O)(=O)Nc2ccccc2Cl)c1)N1CCN(c2ccccc2O)CC1	.	-25%	-30	5%	27%	-5%	4%
Cc1ccc(C(=O)OCC(=O)Nc2cccc(S(=O)(=O)N3CCCCC3)c2)o1	.	-27%	-4	4%	3%	8%	0%
COc1ccc(/C=C2\CCc3ccccc3C2=O)cc1CN1CCOCC1	-5%	112%[activator]	-12	3%	-24%	4%	-28%
CCCc1c(O)nc(SCC(=O)O)[nH]c1=O	4%	-6%	18	-16%	0%	3%	2%
CC1=NN(Cc2ccccc2)C(=O)C1C(c1ccncc1)C(C#N)C#N (stereo not drawn)	3%	-14%	-24	0%	20%	0%	-7%
Cc1cc(C)cc(-n2ncc3c2CCCC3NC(=O)c2csnn2)c1 (stereo not drawn)	-6%	28%	21	2%	3%	8%	-7%
CCNC(=O)N1CCCC(C(=O)c2ccc(-c3ccccc3)cc2)C1 (stereo not drawn)	5%	130%[activator]	71	-1%	?	0%	-9%
Cc1cccc2c1cnn2C(=O)CCC(=O)N1CCC(C)CC1	-11%	73%[activator]	-1	5%	-18%	?	2%
O=C1CC(c2nc3ccccc3[nH]2)CN1c1cccc(C(F)(F)F)c1 (stereo not drawn)	2%	-24%	-96*	-7%	-27%	-21%	-2%
CC(=O)Cn1cnc2sc(-c3ccccc3)cc2c1=O	1%	-1%	-3	2%	-11%	2%	-3%
O=C(NNC(=O)c1ccc(-n2cncn2)c([N+](=O)[O-])c1)c1cccc(Cl)c1	.	-4%	-14	8%	19%	-11%	85%[activator]
Cc1cc2c3c([nH]c2cc1S(=O)(=O)NCc1ccc(CN2CCCCCC2)o1)CC(C)(C)CC3=O	6%	-9%	-29	0%	?	-7%	-7%
Cc1ccc(S(=O)(=O)N(CC(=O)Nc2ccccc2)C(=O)N2CCN(C)CC2)cc1	.	-20%	-6	-5%	7%	-7%	-15%
O=C(Nc1ccc(F)cc1)C1CCN(c2nc3ccccc3n3cccc23)CC1	.	.	-5	0%	.	0%	.
Cc1nn(CC(=O)NCCCc2ccccc2)c(=O)c2cc3occc3n12	-10%	-10%	17	-4%	0%	-3%	2%

Among those listed so far, 2 have fluorine:
structure	LmPK inhibitor	AmpC inh no detg	HCMV inh	TbPYK inhibitor	HCV inh	AmpC detergent	AMA1 RON2 block
O=C1CC(c2nc3ccccc3[nH]2)CN1c1cccc(C(F)(F)F)c1 (stereo not drawn)	2%	-24%	-96*	-7%	-27%	-21%	-2%
O=C(Nc1ccc(F)cc1)C1CCN(c2nc3ccccc3n3cccc23)CC1	.	.	-5	0%	.	0%	.

Continued:
structure	LmPK inhibitor	AmpC inh no detg	HCMV inh	TbPYK inhibitor	HCV inh	AmpC detergent	AMA1 RON2 block
COc1ccc(NC(=O)c2ccc(S(=O)(=O)N3CCOCC3)o2)cc1	2%	-16%	-24	-7%	-11%	5%	-6%
COc1ccc(NC(=O)CS(=O)c2cccc(Cl)c2)cc1 (stereo not drawn)	-2%	-8%	-39	1%	-2%	-6%	0%
N/C(=N\OC(=O)Cc1ccc(Cl)cc1)c1cccnc1	-1%	-1%	-12	11%	4%	1%	2%
O=C(c1ccoc1)N1CCCC(N2CCN(c3ccc(F)cc3)CC2)C1 (stereo not drawn)	-5%	-13%	-12	-7%	4%	-4%	6%
CCN(CC)C(=O)C1CCCN(c2ncnc3c2cnn3-c2ccc(Cl)cc2)C1 (stereo not drawn)	-7%	239%[activator]	-68*	1%	?	?	-9%
c1cncc(-c2nn3c(Cn4cnc5ccccc54)nnc3s2)c1	-4%	-8%	3	-22%	12%	-3%	6%
Cc1sc2ncnc(SCC(=O)NCC3CCCO3)c2c1C (stereo not drawn)	.	-19%	-21	-10%	?	-1%	91%[activator]
O=C(Nc1ccc2c(c1)nc1n2CCSC1)c1ccco1	-28%	-6%	127	-5%	3%	-4%	-16%
COC(=O)c1ccc(NC(=O)C(=O)NCC(c2cccnc2)N2CCN(c3ccccc3)CC2)cc1 (stereo not drawn)	.	.	?	-1%[15.4 µM]	.	-7%	.
O=C(CCC(=O)N1CCCCCC1)NCc1ccc(F)cc1	-1%	-14%	9	3%	11%	3%	6%
CCC1CCCCN1C(=O)CSc1nnc(-c2cccs2)o1 (stereo not drawn)	-1%	-4%	93	-11%	4%	-8%	4%
Cc1cc(N(CCCl)CCCl)ccc1C=NNC(=O)c1cccnc1	.	.	?	-11%	?	.	94%[activator]
Cc1cccc(OCCCC(=O)NCc2ccco2)c1	-4%	-16%	20	-9%	15%	0%	-6%
COc1nc(Nc2ccc(O)cc2)nc(OC(C(F)(F)F)C(F)(F)F)n1	1%	4%	?	-6%	?	-6%	0%
Cc1ccc(-c2cc3c(n2-c2ccccc2F)CC(C)(C)CC3=O)cc1	.	.	10	-1%	.	19%	.
O=C(NCCc1ccc(Cl)cc1)C1CCN(S(=O)(=O)c2cccs2)CC1	8%	-10%	?	4%	-18%	0%	7%
COc1ccc(CCNc2nc(-c3ccc(C)cc3)cc(C(F)F)n2)cc1OC	.	.	-25	-1%	.	-4%	.
CC(C)NS(=O)(=O)c1ccc2c3c(cccc13)CC2	0%	-20%	11	1%	6%	5%	1%
CCCC[C@]12Cc3cc(OC)c(OC)cc3C(O1)C1=C(CC3(CCCCC3)OC1=O)O2	-8%[11.5 µM]	-7%[11.4 µM]	.	.	.	-5%[22.9 µM]	.
NNC(=O)CNS(=O)(=O)c1ccc([N+](=O)[O-])cc1	-4%	-22%	-32	-5%	18%	-12%	47%[activator]
COC(c1ccccc1)c1nnc(CCC(=O)NCc2cccc(-n3cccn3)c2)o1 (stereo not drawn)	0%	30%	-12	6%	-15%	2%	-20%
COc1cccc(NC(=O)CSc2nnnn2C2CCCC2)c1	-5%	-12%	?	0%	?	4%	20%
C=C1N(c2cccc(Cl)c2)C(=O)OC1(C)C	-2%	-14%	-15	-6%	15%	4%	-8%
Cc1cc(N2CCC(N(C)C3CCCC3)CC2)nc2cc(O)ccc12	-3%	?	-38	-5%	?	-11%	-5%
COc1ccc2nc(C)cc(SCC(=O)OC(C)C)c2c1	-3%	43%	?	5%	4%	-1%	14%
CCOc1ccc(S(=O)(=O)c2ccc(C)cc2)c2c1no[n+]2[O-]	.	.	-21	-2%	.	.	16%
CCOc1ccc(CCNC(=O)c2cccnc2N2CCCC2)cc1OCC	1%	-8%	8	-3%	?	-12%	-6%
Cc1cc(C)c2[nH]c(=O)c(CN(Cc3cccs3)C(=S)NCC3CCCO3)cc2c1 (stereo not drawn)	2%	-10%	-39	8%	-9%	-2%	16%
Cc1ncc([N+](=O)[O-])n1S(=O)(=O)c1cc(Cl)ccc1Cl	0%	-2%	10	2%	13%	3%	-10%
Cc1cc(S(=O)(=O)NC(C)C)ccc1OCC(=O)Nc1ccc2c(c1)OCCO2	0%	-6%	-3	-1%	4%	-2%	7%
Cc1ccc(NC(=O)C(c2ccccc2)N2CCN(CC(=O)N3CCOCC3)CC2)cc1 (stereo not drawn)	.	10%	-8	5%	1%	8%	0%

Shown with values under each structure: three of the compounds above.
Second line of a record: LmPK inhibitor	AmpC inh no detg	HCMV inh	TbPYK inhibitor	HCV inh	AmpC detergent	AMA1 RON2 block
- COc1cccc(NC(=O)CSc2nnnn2C2CCCC2)c1
  -5%	-12%	?	0%	?	4%	20%
- C=C1N(c2cccc(Cl)c2)C(=O)OC1(C)C
  -2%	-14%	-15	-6%	15%	4%	-8%
- Cc1cc(N2CCC(N(C)C3CCCC3)CC2)nc2cc(O)ccc12
  -3%	?	-38	-5%	?	-11%	-5%

Bioassay records from PubChem BioAssay.

The order is random, and some 7.5% of all compounds hit somewhere here.
